Nox1 inhibitor: blocks human NADPH oxidase 1 activity. 0.81% of 16,000 active. inhibition, % at 6.7 µM. AID 1792. HT29 cells, luminol chemiluminescence ROS. Q9Y5S8
Target sequence (Q9Y5S8 whole entry, looked up): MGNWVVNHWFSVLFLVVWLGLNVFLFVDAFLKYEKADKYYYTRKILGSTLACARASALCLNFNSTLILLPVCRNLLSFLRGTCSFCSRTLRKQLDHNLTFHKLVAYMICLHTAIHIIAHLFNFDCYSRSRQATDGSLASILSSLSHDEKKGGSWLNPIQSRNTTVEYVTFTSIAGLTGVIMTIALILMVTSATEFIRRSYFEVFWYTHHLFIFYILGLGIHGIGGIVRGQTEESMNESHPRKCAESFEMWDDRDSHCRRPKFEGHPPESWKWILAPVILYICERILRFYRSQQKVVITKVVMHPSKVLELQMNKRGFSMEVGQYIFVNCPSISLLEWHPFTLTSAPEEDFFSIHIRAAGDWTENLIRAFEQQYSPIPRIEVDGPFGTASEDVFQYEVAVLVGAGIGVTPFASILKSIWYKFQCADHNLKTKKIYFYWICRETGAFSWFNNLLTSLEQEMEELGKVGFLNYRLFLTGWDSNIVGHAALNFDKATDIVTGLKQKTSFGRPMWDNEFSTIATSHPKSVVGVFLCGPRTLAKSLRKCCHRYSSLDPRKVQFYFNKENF
S1P1 agonist: S1P1 (human) receptor agonism | S1P1 agonist cell-based reporter assay | AID 1044 | activation, % at 4.5 µM | 1.5% of 16,000 active; in the data active = activation above about 80%
TLR4-MyD88 inh: inhibitors of human TLR4-MyD88 binding; inhibition, % at 10 µM; Cell-based TLR4-MyD88 binding inhibition assay; O00206; 0.06% of 16,000 active; AID 811; in the data active = inhibition above about 45%
NOTCH agonist: agonists of NOTCH signaling; 0.4% of 15,000 active; NOTCH signaling luciferase reporter cells, luminescence; activation, % at 2.5 µM; in the data active = activation above about 2.2%
luminol inh ctr: counter-screen for Nox1 inhibitors: inhibitors of luminol chemiluminescence | HRP/luminol/H2O2 chemiluminescence counterscreen | 0.4% of 16,000 active | inhibition, % at 6.7 µM; also: reference of the scale not given here
rat GALR2 ag: activates the rat galanin receptor 2; AID 833; activation, % at 10 µM; O08726; cell-based GALR2 agonist screen; 0.5% of 16,000 active; in the data active = activation above about 15%
OPRK1 antag MB: OPRK1 (human) antagonism, Maybridge screen | P41145 | OPRK1 cells, antagonist mode, fluorescence readout | inhibition, % at 9 µM | 0.4% of 16,000 active; in the data active = inhibition above about 50%
Target sequence (P41145 whole entry, looked up): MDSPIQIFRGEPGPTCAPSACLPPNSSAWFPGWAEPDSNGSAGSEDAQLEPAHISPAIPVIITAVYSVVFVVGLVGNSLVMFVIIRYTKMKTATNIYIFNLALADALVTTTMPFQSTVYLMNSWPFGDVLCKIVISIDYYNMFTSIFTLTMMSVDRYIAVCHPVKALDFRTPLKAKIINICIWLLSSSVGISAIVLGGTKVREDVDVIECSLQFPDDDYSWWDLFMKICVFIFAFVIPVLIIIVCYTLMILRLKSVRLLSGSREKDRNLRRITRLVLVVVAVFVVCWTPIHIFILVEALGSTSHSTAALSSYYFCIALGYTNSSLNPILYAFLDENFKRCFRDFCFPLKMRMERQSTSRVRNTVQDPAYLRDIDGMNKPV
PME-1 Maybridge: inhibitors of human PME-1 in Maybridge library. inhibition, % at 9 µM. Q9Y570. 0.5% of 16,000 active. recombinant PME-1, FP-Rh probe fluorescence polarization; in the data active = inhibition above about 30%
Numbers without * were called inactive; . = no result given. Rule as the data show it, unless noted: active = inhibition above about 75%; inactive = the rest.

SMILES	Nox1 inhibitor	S1P1 agonist	TLR4-MyD88 inh	NOTCH agonist	luminol inh ctr	rat GALR2 ag	OPRK1 antag MB	PME-1 Maybridge
O=C(NOc1ccc([N+](=O)[O-])cc1[N+](=O)[O-])c1cccs1	-72	-6	10	0.2	-2	-2	-3	-4
O=C1NC(=O)c2cc(Cl)c(Cl)cc21	9	-1	-6	-4.3	-6	-3	-5	8
O=C1N(C2CCCCC2)C(=NC2CCCCC2)SC12CC2	-3	-21	-6	-0.3	1	-3	11	-4
COc1cccc(-c2cn3nc(-c4cccs4)sc3n2)c1	-48	57	4	-0.7	1	-7	0	1
Cc1nc(N2CCOCC2)c2c(c1[N+](=O)[O-])C(=O)NC2=O	5	-3	17	-0.1	-1	-6	19	5
COC(=O)c1sc(C(C)(C)C)cc1CSc1ccccn1	17	-2	2	-0.8	-2	-8	17	2
N#Cc1cnc(Nc2cccc(C(F)(F)F)c2)nc1N	-5	-35	.	-0.6	-5	-7	18	2
C=CCn1c(=S)sc2c(C(C#N)C#N)ncnc21	-43	-40	4	-0.1	1	-5	9	-1
Cc1ccc(/C=C(\C#N)S(=O)(=O)c2c(N)oc(C)c2C)cc1	-37	-24	-9	0.5	5	-2	11	-17
CCOC(=O)c1cc(-c2ccnn2C(=O)c2ccc(C(F)(F)F)cc2)on1	29	7	8	0.0	-6	-2	10	6
O=[N+]([O-])c1ccc(N2CCCN(S(=O)(=O)c3ccc(Cl)cc3)CC2)nc1	0	9	-8	-1.0	-3	-3	6	8
O=C(Nc1nc(-c2ccccc2)cs1)C1CC1	-71	16	-1	-0.5	6	-2	7	-3
O=[N+]([O-])c1ccc(Oc2ccc(F)cc2)cc1	-33	3	-1	-0.8	-1	-8	6	1
OC(COCc1ccccc1)Cn1c2ccccc2c2ccccc21 (stereo not given)	2	-18	2	-0.4	-1	-6	-13	0
Cc1onc(-c2ccccc2)c1N	-33	-11	15	-0.2	0	-6	10	5
N#Cc1c(Cl)cccc1I	28	5	3	-0.9	-4	-3	9	7
C/C(=N\NC(=S)NC(C)(C)C)c1sc(-c2ncc(C(F)(F)F)cc2Cl)nc1C	-17	-23	-2	-1.1	7	19*	-27	2
COC(=O)c1ccc(Oc2ccc(C3SCCS3)cc2)o1	-4	3	-10	-0.5	-14	-6	6	23
C/S(=N/S(=O)(=O)c1ccccc1Cl)c1ccc(OC(=O)c2ccc(Cl)cc2)cc1 (stereo not given)	-26	-2	-4	-0.1	2	-1	-17	0
O=c1cc(Sc2ccc(Cl)cc2)c2ccccc2o1	3	27	-13	0.1	-7	-8	-24	7
Nc1ccccc1SCc1noc(-c2cccs2)n1	-2	12	6	0.3	-4	-4	3	5
Cc1nn(-c2ccccc2)nc1C(=O)c1c(C)[nH]n(-c2ccccc2)c1=O	-1	6	-6	-5.3	-7	-6	4	6
COC(=O)C1=C(C)N=c2s/c(=C/c3cccnc3)c(=O)n2C1c1ccc(OC)cc1 (stereo not given)	2	-8	-2	-0.1	6	-3	1	3
CC(C)S(=O)(=O)c1nnn(-c2cc(Cl)cc(Cl)c2)c1N	-31	29	13	-0.1	4	-7	-6	0
CC(=O)Nc1ccccc1OCCN(Cc1ccccc1)C(=O)c1ccc(Cl)cc1	-35	-14	10	-0.3	-2	-3	-16	7
O=C(Nc1ccc(Cl)cc1)NC1CCCCC1	-34	-9	4	-0.4	-1	-7	-1	3
COc1ccc(NC(=O)C(C)Oc2ccc(Oc3ccc(C(F)(F)F)cc3)cc2)cc1 (stereo not given)	-16	2	-8	-0.9	0	6	4	2
COc1ccc(NC(=O)C(C)c2ccc(CC(C)C)cc2)cc1 (stereo not given)	8	-5	-2	-0.3	-1	-8	4	-2
Cc1cc(NC(=O)c2cc(C(C)(C)C)oc2C)nc(C)n1	-3	-7	1	-2.9	3	-6	6	-2
COCc1cc(=O)[nH]c(COc2ccc(Cl)cc2)n1	-33	-9	3	0.2	2	-3	10	0

Entries of single compounds as entered above. Order of values: Nox1 inhibitor, S1P1 agonist, TLR4-MyD88 inh, NOTCH agonist, luminol inh ctr, rat GALR2 ag, OPRK1 antag MB, PME-1 Maybridge
COc1ccc(NC(=O)C(C)c2ccc(CC(C)C)cc2)cc1 (stereo not given) reads 8, -5, -2, -0.3, -1, -8, 4, -2
N#Cc1c(Cl)cccc1I reads 28, 5, 3, -0.9, -4, -3, 9, 7
C/S(=N/S(=O)(=O)c1ccccc1Cl)c1ccc(OC(=O)c2ccc(Cl)cc2)cc1 (stereo not given) reads -26, -2, -4, -0.1, 2, -1, -17, 0
COC(=O)c1ccc(Oc2ccc(C3SCCS3)cc2)o1 reads -4, 3, -10, -0.5, -14, -6, 6, 23
O=C(Nc1ccc(Cl)cc1)NC1CCCCC1 reads -34, -9, 4, -0.4, -1, -7, -1, 3

(continued)
SMILES	Nox1 inhibitor	S1P1 agonist	TLR4-MyD88 inh	NOTCH agonist	luminol inh ctr	rat GALR2 ag	OPRK1 antag MB	PME-1 Maybridge
CCOC(=O)c1sc2c(c1O)c(=O)n(-c1ccccc1)c(=S)n2-c1ccccc1	-13	-17	-8	-5.1	2	0	1	4
Cc1occ(-c2cc(F)ccc2Cl)c1C(=O)NC1Cc2ccccc2C1	-16	-18	-1	0.2	1	-4	5	-1
N#C/C(=C\c1ccc[nH]1)c1nn(-c2ccccc2)c(-n2cccc2)c1C#N	12	15	-13	-0.3	-7	-4	-9	4
Cc1ccc(S(=O)(=O)N/N=C/C(=O)O)cc1	-1	-1	-9	-0.1	-7	-6	6	11
Cc1ccc(S(=O)(=O)Nc2ncccc2OCc2cc(F)cc(F)c2)cc1	-41	5	4	0.1	1	-1	-4	1
Cc1nc2ccccn2c1-c1ccnc(SCC(=O)Nc2ccc(C(F)(F)F)cc2)n1	26	-20	-7	-0.2	-5	-2	-12	0
N#CCCn1cc(C(F)(F)F)ccc1=O	-9	-1	-16	-0.8	-7	-7	-3	4
COc1nccnc1NS(=O)(=O)c1ccc(NC(=O)c2cc(Cl)cc(Cl)c2)cc1	-25	4	7	0.2	-1	-4	3	4
O=C(NC1CCN(Cc2c(F)cccc2Cl)CC1)C1CCN(C(=O)OCc2ccccc2)CC1	-2	27	-3	0.0	2	-3	6	-5
COC(=O)c1ccc(Br)o1	-51	0	-5	-0.3	0	-8	13	6
Cc1csc2c(=O)n(CCSc3ccc(Cl)cc3)c(=O)[nH]c12	-10	-23	-2	0.4	1	-5	-28	0
O=C(/C=C/c1ccc(-c2cccs2)s1)Oc1ccc(Cl)cc1	20	1	-6	-0.2	-5	1	-2	4
O=C1CCC(=O)N1c1ccc(S(=O)(=O)N2CCN(c3nccc(C(F)(F)F)n3)CC2)cc1	-22	9	-1	-0.1	-1	-5	-23	0
CNC(=O)NC(=O)CSc1nnc(-c2ccccc2)o1	-37	-9	9	.	-2	-6	-12	0
CC(=O)CCC(=O)c1ccco1	-43	-6	1	-0.4	-1	-7	18	0
CC(=O)c1cc2sccc2[nH]1	-24	-9	0	-0.4	-5	-5	13	7
CC(=O)OCc1ccccc1S(=O)(=O)c1ccccc1COC(C)=O	-35	12	3	-0.2	5	-6	-4	-1
NS(=O)(=O)c1ccc(Sc2cccs2)s1	-24	3	-5	-0.6	-1	-1	-17	-2
Cc1cccc(-n2c(=O)[nH][nH]c2=S)c1	62	2	-6	-0.3	32	-7	9	4
CCOc1cc(-c2ccccc2)nc(N)n1	6	-23	3	-0.4	-1	-6	-4	1
O=C(Nc1cc(C(F)(F)F)cc(C(F)(F)F)c1)c1ccc(-c2ccccn2)s1	24	-5	0	0.3	-5	-2	1	3
O=C1Nc2ccccc2C1=NCCCN=C1C(=O)Nc2ccccc21	-26	18	3	0.0	6	-8	10	-6
NC(=O)c1cccc(CC(=O)c2ccc(Cl)cc2)c1	-58	10	-8	1.0	0	-4	-2	1
CC(=O)Nc1cc(C(=O)c2cccs2)nn(-c2ccc(Cl)cc2)c1=O	-3	-9	1	-0.2	2	-2	2	-10
O=C1OCc2ccc(NC(=O)c3c(F)cccc3Cl)cc21	-2	-12	-2	-0.7	-2	-7	3	1
CSC1=NC(C)N2C(SC)=NC(C)N12 (stereo not given)	-40	-8	1	.	1	-7	-1	-1
Cc1ccnc(NC(=O)CSc2ccccn2)c1	-44	-3	2	-1.1	-1	-7	0	1
CSc1nc(-c2cnccn2)nc(C2CC2)c1C#N	-2	-27	-4	-0.2	-6	-3	2	7
Clc1ccc(-c2nnc(C3CC3)o2)cc1	-16	-4	-3	-0.3	-6	-4	-4	6
O=C(c1ccc2c(c1)CCO2)N1CC=C(c2ccccc2)CC1	-17	-1	4	1.4	-7	-5	17	3
CC(C)C(=O)NNC(=O)c1csc(-c2cccs2)n1	2	-14	-2	0.0	-2	-4	10	-1
O=[N+]([O-])c1ccc(OCc2ccccc2)nc1	1	16	23	-0.2	1	-3	4	22
Cc1nc(/N=C/N(C)C)c(Br)cc1Br	-34	-19	10	.	1	-8	-21	1
CCOc1cc(C(F)(F)F)c(C(=O)N(C)Cc2ccc(Cl)cc2)cn1	-13	14	2	-0.7	3	-9	-11	11
Cc1onc(-c2c(F)cccc2Cl)c1C(=O)Nc1nnc(C2CC2)s1	-40	9	3	0.0	4	-7	-26	-1
O=C(OCc1ccco1)c1cnc(Nc2ccc(OC(F)(F)F)cc2)nc1C(F)(F)F	14	9	11	-0.5	-1	-11	17	-26
CS(=O)(=O)c1nsc(S(C)(=O)=O)c1C(N)=O	51	11	2	-0.7	-5	-1	4	6
CCCCNC(=O)O/N=C(\N)Cc1cccs1	18	4	-6	1.0	-5	-6	-8	1
CC(C)(C)CC(C)(C)N1CNC(=S)NC1	-10	-36	-4	-0.2	2	-3	10	-2
Cc1onc(-c2ccccc2)c1C(=O)NNC(=O)c1nc(-c2cccs2)no1	10	15	-10	0.3	-8	-3	-14	6
Cc1[nH]n(C)c(=O)c1N=Nc1ccc(C(C)C)cc1	-37	102*	2	.	10	-7	-3	-8
CCOC(=O)C1CN(C2CCCCC2)C(=O)C1=O (stereo not given)	-56	31	-2	-1.3	10	-3	-9	1
O=S(=O)(CCSc1ncccn1)c1ccc(F)cc1	-9	0	.	0.1	0	-5	6	3
Cc1nnsc1-c1nc(-c2ccc(Cl)s2)cs1	-39	-30	6	-0.1	2	-2	7	-4
CCc1ccc(C)nc1NC(=O)c1snnc1C	-52	17	-2	-0.6	3	-4	6	-1

Looked up one by one from the list above (5):
SMILES	Nox1 inhibitor	S1P1 agonist	TLR4-MyD88 inh	NOTCH agonist	luminol inh ctr	rat GALR2 ag	OPRK1 antag MB	PME-1 Maybridge
Cc1onc(-c2ccccc2)c1C(=O)NNC(=O)c1nc(-c2cccs2)no1	10	15	-10	0.3	-8	-3	-14	6
CCCCNC(=O)O/N=C(\N)Cc1cccs1	18	4	-6	1.0	-5	-6	-8	1
Cc1onc(-c2c(F)cccc2Cl)c1C(=O)Nc1nnc(C2CC2)s1	-40	9	3	0.0	4	-7	-26	-1
Cc1nnsc1-c1nc(-c2ccc(Cl)s2)cs1	-39	-30	6	-0.1	2	-2	7	-4
Cc1nc(/N=C/N(C)C)c(Br)cc1Br	-34	-19	10	.	1	-8	-21	1

The results go on:
SMILES	Nox1 inhibitor	S1P1 agonist	TLR4-MyD88 inh	NOTCH agonist	luminol inh ctr	rat GALR2 ag	OPRK1 antag MB	PME-1 Maybridge
O=C(O)CN1C(=O)CC(c2ccco2)Sc2ccccc21 (stereo not given)	2	-3	-5	-0.4	-3	-7	3	3
Cc1ccc(S(=O)(=O)Nc2ccnn2C)cc1	-66	-16	-1	0.0	3	0	-10	5
N#Cc1cc([N+](=O)[O-])ccc1Sc1nnc(N)s1	-21	10	-7	-0.1	-2	-7	-2	-2
COC(=O)c1cc(=O)nc(N)s1	10	-6	-10	0.7	-3	-3	4	1
N#C/C(=C\NCc1cc(C(F)(F)F)cc(C(F)(F)F)c1)S(=O)(=O)c1ccc(Cl)cc1	-4	8	5	-0.2	-2	-9	10	0
N#C/C(=N\O)c1ccccc1Cl	17	2	1	-0.9	-13	1	-20	5
CSc1n[nH]c(N)c1-c1ccccc1	-61	-4	1	-0.2	3	-3	-10	1
CC(C)(C)c1ccc(C(=O)Nc2ccc(Oc3cccnc3)nc2)cc1	10	5	-2	0.4	0	-5	4	-3
Cc1nc(C(N)=S)cs1	16	17	0	-0.4	-2	-3	16	7
Cc1nc(C)c(-c2ccn(C(=O)Nc3ccc(Cl)cc3)n2)s1	-18	-11	-5	-0.5	-5	-1	22	2
CCOC(CC(=O)NN)OCC	-55	3	-3	-0.4	2	-8	2	-1
NC(=O)c1cnn2c1NCC=C2c1cccc(C(F)(F)F)c1	-45	-3	13	-1.0	3	-10	-3	0
COc1ccc(S(=O)(=O)OCCSc2ccc([N+](=O)[O-])c3nonc23)cc1	24	19	-33	-0.9	2	-12	-8	13
C=CCOc1ccc2c(=O)cc(C(=O)OCC)oc2c1CCC	-8	6	-7	.	2	-12	-18	3
CC(=O)Nc1ccc(C(=O)NN)cc1NC(C)=O	5	-5	-1	0.0	-6	-1	14	6
Cc1cc(/C=C2\N=COC2=O)ccc1C(F)(F)F	-12	-2	3	0.1	1	-4	-12	-1
